# rCAG RNA binder: molecules binding r(CAG) RNA repeats; r(CAG) RNA repeat, TO-PRO-1 dye displacement fluorescence; inhibition, % at 3 µM; 370,000 tested, 1.3% active; AID 651821;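 active = inhibition above the plate cutoff, the mean of all test compounds on that plate plus 3 SD, cut at about 35% in these data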;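 also: 0% = DMSO alone and 100% = 100 µM mitoxantrone as full dye displacement; higher means more dye released from RNA so lower well fluorescence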
# mABHD4 FP: inhibitors of mouse ABHD4; Q8VD66; purified mABHD4, FP-Rh probe fluorescence polarization; inhibition, % at 8.92 µM; 370,000 tested, 0.54% active;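 active = inhibition exceeding the mean over every tested compound plus 3 SD, cut at about 30% in these data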;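 also: 0% = plate median of compound wells and 100% = S159A mutant with DMSO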
#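 Material: mouse ABHD4 enzyme, wild type; Benchmarks: S159A mutant high control, sample median low control; Buffer or medium: HEPES pH 7.0, NaCl, Pluronic buffer; Signal: fluorescence polarization; Read-out: percent inhibition of probe binding, normalized to plate controls; Timing: pre-incubation 45 min, probe exposure 60 min, at 25 °C; Dosing: 8.92 µM, single dose.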
# HTRA1 inh: inhibitors of human serine peptidase HTRA1. Q92743. recombinant HTRA1, FP-rhodamine activity-based probe, fluorescence polarization. inhibition, % at 5.96 µM. 340,000 tested, 0.5% active; in the data active = inhibition above about 36%;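 also: 0% = enzyme with DMSO and 100% = wells lacking enzyme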
# TDP2 absorb: blocks human TDP2 phosphodiesterase activity | recombinant TDP2, T5PNP hydrolysis, p-nitrophenol absorbance 415 nm | O95551 | 370,000 tested, 0.34% active | inhibition, % at 12.8 µM;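 active = inhibition above the mean of all tested compounds plus 3 SD, set per campaign, cut at about 25% in these data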;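 also: 0% = DMSO with enzyme and 100% = buffer with substrate but no TDP2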
# Target sequence (O95551 whole entry, looked up): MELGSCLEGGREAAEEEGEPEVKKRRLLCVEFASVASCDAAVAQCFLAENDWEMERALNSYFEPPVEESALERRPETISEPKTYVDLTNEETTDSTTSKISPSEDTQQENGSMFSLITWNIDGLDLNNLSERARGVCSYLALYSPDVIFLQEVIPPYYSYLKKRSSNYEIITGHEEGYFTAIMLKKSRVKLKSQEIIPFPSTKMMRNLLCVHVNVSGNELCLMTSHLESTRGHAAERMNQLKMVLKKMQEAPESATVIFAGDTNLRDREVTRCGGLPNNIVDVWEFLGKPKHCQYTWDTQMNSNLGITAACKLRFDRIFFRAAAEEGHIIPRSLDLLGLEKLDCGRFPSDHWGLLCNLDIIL
#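 System – recombinant human TDP2 · Quantity – TDP2 enzyme at 120 nM final · Doses – single concentration, 12.8 µM nominal, with 1% DMSO · Incubation – 2 h at 37 °C · Measured by – epi absorbance of p-nitrophenol freed from T5PNP by hydrolysis · Read-out – % inhibition relative to enzyme-containing and enzyme-free wells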
# SIAE primary: blocks human sialic acid acetylesterase; Q9HAT2; SIAE FP-Rh probe binding, fluorescence polarization; inhibition, % at 9.66 µM; 370,000 tested, 0.69% active; AID 1053197;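 active = inhibition above a cutoff: mean of compounds within the control limits plus 3 SD of those, cut at about 17% in these data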;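 also: 0% = plate median of compound wells and 100% = probe without SIAE protein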
# TCR CD3 inh: human TCR-CD3 binding inhibition. TAMRA-labeled TCR probe fluorescence, biochemical. 360,000 tested, 0.37% active. AID 651800. inhibition, % at 9.4 µM; in the data active = inhibition above about 19%;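 also: recombinant mutant TCR 2C K166C tagged with TAMRA read by polarization; 0% = receptor in buffer alone and 100% = receptor with positive control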
# LEDGF integ inh: blocks HIV-1 LEDGF/p75-dependent DNA integration. TR-FRET IN-LEDGF/p75 DNA integration, Eu/Cy5. inhibition, % at 3.7 µM. 370,000 tested, 0.64% active. AID 743269;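 active = inhibition above the screen-wide mean plus 3 SD, cut at about 13% in these data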;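 also: signal is the Cy5 over europium emission ratio at 671 and 618 nm; 0% = plate median of compound wells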
# NR1D1 modulator: modulators of human Rev-erb alpha DNA binding; P20393; Rev-erbα–FITC-DNA binding, fluorescence polarization, 90 min; activity, % at 10 µM; 370,000 tested, 0.79% active; AID 1259318;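 active = activity above about 14%, limit read from the data; passing the limit was not always enough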;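 also: 0% = DMSO wells with 35 nM protein and 100% = DMSO wells with 750 nM protein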
# PG9 Ab binder: small molecules binding HIV-1 gp120 antibody PG9. TR-FRET gp120-PG9 antibody binding. inhibition, % at 6.7 µM. 360,000 tested, 0.43% active. AID 624416; in the data active = inhibition above about 8.5%
# PRMT1 inh: blocks human protein arginine methyltransferase 1; Q99873; recombinant PRMT1, activity-based probe fluorescence polarization; inhibition, % at 2.79 µM; 370,000 tested, 1.3% active;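 active = inhibition above about 21% made by adding two undisclosed values, limit read from the data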
# Target sequence (Q99873 whole entry, looked up): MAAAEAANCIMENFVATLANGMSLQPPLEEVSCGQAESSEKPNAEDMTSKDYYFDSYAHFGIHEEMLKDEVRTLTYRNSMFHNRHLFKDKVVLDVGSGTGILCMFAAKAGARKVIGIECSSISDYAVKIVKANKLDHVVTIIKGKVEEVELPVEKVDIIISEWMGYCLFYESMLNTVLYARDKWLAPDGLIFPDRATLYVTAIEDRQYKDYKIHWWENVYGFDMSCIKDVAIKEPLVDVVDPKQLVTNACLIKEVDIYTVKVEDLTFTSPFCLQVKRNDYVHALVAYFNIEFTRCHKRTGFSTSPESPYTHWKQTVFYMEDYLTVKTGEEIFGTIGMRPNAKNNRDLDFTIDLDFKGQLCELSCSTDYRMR
# An asterisk follows results filed as active; nt = no result given.
No. | Molecule | rCAG RNA binder | mABHD4 FP | HTRA1 inh | TDP2 absorb | SIAE primary
1 | Cc1ccccc1NC(=O)N1c2ccccc2CC1C (stereo not given) | 0 | 3 | -3 | 8 | 3
2 | COc1cccc(N2C(=O)CC(N3CCc4ccccc43)C2=O)c1 (stereo not given) | 6 | -16 | 4 | -5 | 5
3 | Cc1ccc(-n2c(SCC(=O)N3CCOCC3)nnc2-c2ccncc2)cc1 | -4 | -11 | -4 | -5 | -2
4 | O=S(=O)(c1ccc(N2CCCCCC2)nc1)N1CCCC1 | -1 | 1 | 5 | -1 | 20*
5 | Cc1cccc(N(CC(=O)N2CCCC2)S(C)(=O)=O)c1C | 1 | 6 | 0 | 14 | 3
6 | Cc1ccc(NC(=S)N=Nc2c(O)n(C)c3ccc(S(=O)(=O)N4CCOCC4)cc23)cc1 | 17 | 24 | 8 | 5 | 4
7 | CN(C(=O)CSc1nnnn1-c1ccccc1)C1CCS(=O)(=O)C1 (stereo not given) | -1 | 3 | -1 | 7 | -2
8 | O=[N+]([O-])c1ccc(OC2OCC(O)C(O)C2O)cc1 (stereo not given) | 0 | 1 | nt | 5 | -5
9 | COc1ccc(CNc2ncnc3cc(OC)c(OC)cc23)cc1OC | -2 | 3 | 8 | -3 | 3
10 | O=C(CC1SC(N2CCCC2)=NC1=O)Nc1ccc(C(=O)N2CCCC(C(F)(F)F)C2)cc1 (stereo not given) | -7 | 3 | -4 | -4 | 7
11 | NS(=O)(=O)c1ccc(CCNC(=O)c2ccc(C(=O)c3ccccc3)cc2)cc1 | 3 | 8 | -3 | -3 | 1
12 | O=C(CCC(=O)c1cccs1)OCc1nc2ccccc2s1 | 1 | -5 | 4 | -7 | -3

No. | TCR CD3 inh | LEDGF integ inh | NR1D1 modulator | PG9 Ab binder | PRMT1 inh
1 | 8 | -2 | -1 | -0.4 | -1
2 | -4 | -6 | -2 | 2.6 | 4
3 | -1 | 6 | 8 | -1.6 | -7
4 | -2 | 2 | 2 | 0.6 | -1
5 | 4 | 0 | -7 | 0.3 | 1
6 | -4 | -5 | 0 | -0.3 | 1
7 | -9 | -3 | 3 | 0.3 | 7
8 | -3 | 0 | -5 | -2.0 | 2
9 | -2 | 2 | -3 | -0.1 | -2
10 | 2 | -1 | -3 | 1.8 | 3
11 | 4 | 2 | 4 | -1.6 | -2
12 | 2 | -2 | 3 | -0.4 | 3

# Ordered by the number under PRMT1 inh (largest number first): some entries from above
nr | Structure | PRMT1 inh
10 | O=C(CC1SC(N2CCCC2)=NC1=O)Nc1ccc(C(=O)N2CCCC(C(F)(F)F)C2)cc1 (stereo not given) | 3
6 | Cc1ccc(NC(=S)N=Nc2c(O)n(C)c3ccc(S(=O)(=O)N4CCOCC4)cc23)cc1 | 1
1 | Cc1ccccc1NC(=O)N1c2ccccc2CC1C (stereo not given) | -1

# Reprinted at random: 2 compounds from above
No. | Molecule | rCAG RNA binder | mABHD4 FP | HTRA1 inh | TDP2 absorb | SIAE primary
4 | O=S(=O)(c1ccc(N2CCCCCC2)nc1)N1CCCC1 | -1 | 1 | 5 | -1 | 20*
5 | Cc1cccc(N(CC(=O)N2CCCC2)S(C)(=O)=O)c1C | 1 | 6 | 0 | 14 | 3

No. | TCR CD3 inh | LEDGF integ inh | NR1D1 modulator | PG9 Ab binder | PRMT1 inh
4 | -2 | 2 | 2 | 0.6 | -1
5 | 4 | 0 | -7 | 0.3 | 1

# Additional entries:
No. | Molecule | rCAG RNA binder | mABHD4 FP | HTRA1 inh | TDP2 absorb | SIAE primary
13 | NC(=O)NCCCC(=O)O | 0 | -1 | 5 | 1 | -3
14 | CN(CC(=O)Nc1ccccc1Br)C(=O)c1ccc(COc2ccccc2)cc1 | -1 | -3 | -3 | 10 | -5
15 | COc1ccccc1N1CC(C(=O)Nc2nnc(SCC(=O)N3CCOCC3)s2)CC1=O (stereo not given) | 4 | 4 | 2 | 8 | -1
16 | O=C(NC1(C(F)(F)F)C(=O)Nc2c1c(=O)[nH]c(=O)n2Cc1ccco1)C1CCCCC1 (stereo not given) | 2 | -9 | 2 | -16 | -1
17 | O=C(c1n[nH]c2ccccc12)N1CCN(S(=O)(=O)c2ccc3ccccc3c2)CC1 | 4 | 0 | -5 | 9 | -13
18 | COc1cc2cnc(-c3ccccc3)c(C(=O)c3ccc(F)cc3)c2cc1OC | -6 | 11 | -20 | 12 | 8
19 | O=C(Nc1ccc(Cl)c(Cl)c1)Nc1cc(C(=O)N2CCOCC2)ccc1N1CCCCC1 | 0 | 5 | -5 | -1 | -9
20 | CCN1CCC(O)(C#Cc2ccccc2)CC1 | 6 | -3 | -3 | -14 | -7
21 | CCOc1ccc(NC(=O)c2cccc3c2C(=O)N(CCOC)C3)cc1 | -5 | -3 | 4 | 7 | 3
22 | COc1ccc(NC(=O)CCN2C(=O)C3C4CCC(C4)C3C2=O)cc1 (stereo not given) | -1 | -3 | 5 | 2 | -4
23 | O=Cc1ccccc1OCc1nnsc1Cl | -1 | 4 | 0 | -5 | -9
24 | Cc1ccccc1Nc1c(-c2cccnc2)nc2cccc(C)n12 | 0 | -4 | 7 | 6 | 0

No. | TCR CD3 inh | LEDGF integ inh | NR1D1 modulator | PG9 Ab binder | PRMT1 inh
13 | -5 | -1 | 8 | 0.1 | 3
14 | -2 | 3 | 0 | -0.4 | -2
15 | 7 | 2 | -3 | -1.5 | 4
16 | -1 | -3 | 5 | -1.2 | 3
17 | 3 | -3 | 6 | 1.1 | 1
18 | -2 | -2 | -2 | -0.8 | -2
19 | -6 | -2 | 6 | -0.1 | -1
20 | 2 | 1 | 6 | -1.8 | -7
21 | 3 | -1 | -3 | -1.3 | 2
22 | 6 | 1 | 0 | -0.1 | 1
23 | 0 | 2 | 3 | -1.6 | 2
24 | -9 | -6 | 4 | 1.0 | 3

# 3 compounds out of the list, arranged by length of the SMILES, falling.
No. | Molecule | rCAG RNA binder | mABHD4 FP | HTRA1 inh | TDP2 absorb | SIAE primary
18 | COc1cc2cnc(-c3ccccc3)c(C(=O)c3ccc(F)cc3)c2cc1OC | -6 | 11 | -20 | 12 | 8
14 | CN(CC(=O)Nc1ccccc1Br)C(=O)c1ccc(COc2ccccc2)cc1 | -1 | -3 | -3 | 10 | -5
22 | COc1ccc(NC(=O)CCN2C(=O)C3C4CCC(C4)C3C2=O)cc1 (stereo not given) | -1 | -3 | 5 | 2 | -4

No. | TCR CD3 inh | LEDGF integ inh | NR1D1 modulator | PG9 Ab binder | PRMT1 inh
18 | -2 | -2 | -2 | -0.8 | -2
14 | -2 | 3 | 0 | -0.4 | -2
22 | 6 | 1 | 0 | -0.1 | 1

# Screening results: PubChem BioAssay, several laboratories

# Some of the compounds tested, so the mix of outcomes need not match the whole.
